Glioma ERSR ind: ER stress response induction in glioma; U87-MG GRP78 promoter luciferase reporter, 16 h; Potency, µM, for inactives: at the highest dose activation, usual class: activators; hit rate 0.02% among 420,000; active means well fitted activation curve with a large enough effect; further: series mostly up to about 76 µM; % of control where 0% means no effect; nearly all actives have a fitted effect of over 35% in size
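Stably transfected U87-MG glioma cells carrying a GRP78-based luciferase sensor; 16 h compound incubation. Luminescence end-point read 10 min after Bright-Glo addition at room temperature.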
An asterisk follows results filed as active; & = joins results of further samples. Potency means the concentration at half of the fitted maximal effect.

SMILES | Glioma ERSR ind
CC(=O)O[C@H]1CC[C@@]2(C)C(=CCC3C2CC[C@]2(C)C(c4cccnc4)=CCC32)C1 (some centres not stated) | -2.4%
CC(=O)N[C@@H](C)C(=O)NCC1Cc2cccc(-c3ccccc3C(F)(F)F)c2O1 (some centres not stated) | -4.6%
COc1ccc(N2C(=O)[C@@H]3C[C@H]2CN3Cc2cccn2-c2nccs2)cc1Cl | -0.5%
COc1ccc(CN2CCOc3ccc(C(O)c4cccnc4)cc3C2)cc1O (configuration not stated) | -4.8%
COc1ccc(CN2CCC3(CCC(CNC(=O)C4CCCO4)O3)CC2)c(C)c1C (configuration not stated) | -5.5%
CC[C@H](C)[C@H](NC(=O)[C@H](CO)NC(=O)[C@H](CC(N)=O)NC(=O)[C@H](CC(C)C)NC(=O)[C@H](Cc1ccc(O)cc1)NC(=O)[C@H](CCCCN)NC(=O)[C@H](CCCCN)NC(=O)[C@@H](NC(=O)[C@H](C)NC(=O)[C@H](CCSC)NC(=O)[C@H](CCC(N)=O)NC(=O)[C@H](CCCCN)NC(=O)[C@H](CCCNC(=N)N)NC(=O)[C@H](CC(C)C)NC(=O)[C@H](CCCNC(=N)N)NC(=O)[C@@H](NC(=O)[C@H](Cc1ccc(O)cc1)NC(=O)[C@H](CC(N)=O)NC(=O)[C@H](CC(=O)O)NC(=O)[C@@H](NC(=O)[C@H](Cc1ccccc1)NC(=O)[C@@H](NC(=O)[C@H](C)NC(=O)[C@H](CC(=O)O)NC(=O)[C@H](CO)NC(=O)[C@@H](N)Cc1c[nH]cn1)C(C)C)[C@@H](C)O)[C@@H](C)O)C(C)C)C(=O)N[C@@H](CC(C)C)C(=O)N[C@@H](CC(N)=O)C(=O)O | -4.1%
COc1ccc(-n2c(CNC(=O)c3ccccc3C(F)(F)F)nnc2SC)cc1 | -0.2%
O=C1CC(C(=O)N2CCCC(c3nc(-c4ccncc4)ncc3-c3ccccc3)C2)C2(CCCCC2)O1 (configuration not stated) | 2.5%
Cc1nc(NCc2cnn(C)c2C)sc1-c1ccn(CC2COc3ccccc3O2)n1 (configuration not stated) | -4.3%
Cc1cccnc1-c1cccc2c1OC(CNC(=O)/C=C/c1cccs1)C2 (configuration not stated) | -1.5%
CCC1(c2cnc[nH]2)Cc2ccccc2C1 | -1.2%&-2.6%
CCCCCCCCCCCCCCCCCCNC(=O)OC1CCN(C(=O)OC[C@H](COC(=O)N(Cc2cccc[n+]2CC)C(=O)c2ccccc2OC)OC)CC1 | -11.2%
O=C(NCC1(N2CCOCC2)CCCCCC1)c1cnn(-c2nccc(-c3ccco3)n2)c1C1CC1 | -4.0%
O=C(NCCc1nnc2n1CCN(Cc1ccsc1)CC2)c1ccc(F)cc1 | -5.2%
CCN(CC)C(=O)C1CCCN(Cc2cccc(Cl)c2)C1 (configuration not stated) | -3.3%
O=C1CC(C(=O)N2CCOc3ccc(CN4CCC(Oc5cccnc5)CC4)cc3C2)c2ccccc21 (configuration not stated) | 0.1%
Cc1ccc(C(=O)Nc2cccc(-c3nc(CNC(=O)[C@@H]4C[C@@H](C)NC(=S)N4)c(C)o3)c2)s1 | 11.5%
Cc1cc(-c2ccnc(-n3ncc(C(=O)NCC4COCCO4)c3C)n2)c(C)s1 (configuration not stated) | 12.1%
Cc1cnc(-n2ncc(C(=O)NCc3ccccn3)c2C2CC2)nc1-c1cccs1 | 3.9%
COc1ccc(CN2C[C@H](Sc3nc4ccccc4[nH]3)C[C@H]2C(=O)N2CCCN(C)CC2)cc1C | -3.4%
CCCCCCCCCCCCCCCC(=O)OCCC1CCN(CCCN2c3ccccc3Sc3ccc(S(=O)(=O)N(C)C)cc32)CC1 | -2.8%
Cc1cscc1-c1ccc(C(=O)Nc2c(C)cccc2C)o1 | 2.3%
Cc1cnc(SCc2ccccn2)nc1C1CCCN(C(=O)c2cccc(-c3cccc(F)c3)c2)C1 (configuration not stated) | -4.9%
Cc1c(C(=O)NCc2ccc(F)cc2)sc2ncnc(NCC3CCCO3)c12 (configuration not stated) | -4.4%
NC[C@@H]1O[C@@H](O[C@H]2[C@@H](O)[C@H](O[C@@H]3[C@@H](O)[C@@H](N)C[C@H](N)[C@H]3O[C@H]3O[C@H](CN)[C@@H](O)[C@@H](O)[C@H]3N)O[C@H]2CO)[C@H](N)[C@@H](O)[C@@H]1O | -2.9%
(further entries)
SMILES | Glioma ERSR ind
Cc1cnc(-n2ncc(C(=O)NCc3ccncc3)c2C(C)C)nc1-c1ccc(F)cc1 | -3.7%
COc1cccc(OC)c1NC(=O)c1ccc(-c2cc(Cl)ccc2Cl)o1 | -0.9%
Cc1cc(C(=O)NCc2nnc3n2CCN(Cc2ccc(F)cc2F)CC3)c(C)o1 | -3.9%
COc1cccc(CN2CCC(n3cc(C(=O)NC4CCCC4)nn3)CC2)c1O | -1.7%
COc1ccccc1CCC(=O)N1CCOc2c(cc(-c3cnc4ccccc4c3)cc2OC)C1 | -4.1%
COc1cccc(CNC(=O)c2c(OC)cc(=O)n3c2CCN(C(=O)c2ccc(C)cc2C)CC3)c1 | -4.5%
CCn1c(-c2cccnc2)nc2cc(NC(=O)COC)cc(C(=O)N3CC[C@@H]4CCCC[C@H]4C3)c21 | -3.4%
Cc1ncc2c(c1CNS(=O)(=O)N(C)C)CCN(C(=O)/C=C/c1cccc(F)c1)C2 | -4.6%
CCOC(=O)N1CCN(Cc2ccc3c(c2)CN(C(=O)c2ccc(C#CC(C)(C)O)o2)CCO3)CC1 | -2.5%
CCO[C@H]1[C@H](NC(=O)c2cccnc2)c2ccccc2C12CCN(C(=O)c1cc(C)n(C)n1)CC2 | -4.5%
COC(=O)CC1C(=O)NCCN1C(=O)CN1Cc2ccccc2OC(c2ccccc2)C1 (configuration not stated) | -1.5%
O=C(NCc1ccncc1)c1cnn(-c2nccc(-c3cccs3)n2)c1C1CC1 | -5.6%
COc1ccc(S(=O)(=O)NCc2nc(N3CCCC3)c3cccc(C)c3n2)cc1OC | -0.9%
COc1cc2nc(N3CCCC(O)C3)c(CNCc3ccccc3C(F)(F)F)cc2c(OC)c1OC (configuration not stated) | -4.0%
Cc1ccsc1C(=O)N(Cc1cc2cc3c(cc2nc1N1CCOCC1)CCC3)CC1CCCO1 (configuration not stated) | -4.1%
Cc1ncoc1C(=O)N1CCOc2ccc(CN3CCN(c4ccccn4)CC3)cc2C1 | -7.7%
COc1cccc(-n2c(SC)nnc2C2CCN(Cc3nc4ccccc4s3)CC2)c1 | -3.5%
Cc1cc(=O)c(C(=O)N(C)CCc2ccccn2)c2n1-c1ccccc1SC(c1ccsc1)C2 (configuration not stated) | -4.1%
OC1(c2cccnc2)CCN(Cc2ccc3c(c2)CN(Cc2cc4ccccc4s2)CCO3)CC1 | -3.3%
COC(=O)c1c(OCC2CCCN(C)C2)cc(=O)n2c1CCN(Cc1ccc(OC)c(O)c1)CC2 (configuration not stated) | -6.8%
COc1ccccc1CCc1nc2ccccc2n1C1CCN(C(=O)c2cn3ccsc3n2)CC1 | 0.2%
CCCS(=O)(=O)NCc1c(C)ncc2c1CCN(C(=O)c1cccc(Cl)c1F)C2 | 4.6%
Cc1c(C(=O)NCCN2CCOCC2)cnn1-c1nccc(-c2cc3ccccc3o2)n1 | 0.2%
COc1cccc(OC)c1CN1CCC2(CCC(CNC(=O)c3ccn(C)n3)O2)CC1 (configuration not stated) | -3.7%
Cc1cnc(-n2ncc(C(=O)NCc3ccncc3)c2-c2cccs2)nc1-c1ccc(F)cc1 | -4.9%

No new results follow: an excerpt of the list.
SMILES | Glioma ERSR ind
Cc1cnc(-n2ncc(C(=O)NCc3ccncc3)c2C(C)C)nc1-c1ccc(F)cc1 | -3.7%
COc1cccc(OC)c1NC(=O)c1ccc(-c2cc(Cl)ccc2Cl)o1 | -0.9%
Cc1cc(C(=O)NCc2nnc3n2CCN(Cc2ccc(F)cc2F)CC3)c(C)o1 | -3.9%
COc1cccc(CN2CCC(n3cc(C(=O)NC4CCCC4)nn3)CC2)c1O | -1.7%

More entries.
SMILES | Glioma ERSR ind
CN(CCO)C(=O)c1cn(C2CCN(Cc3c(F)cccc3Cl)CC2)nn1 | -4.1%
CN1CCCCCC1C(=O)NCCN1Cc2ccccc2OC(c2ccsc2)C1 (configuration not stated) | -4.9%
CC(C)c1c(C(=O)NCC2(N3CCOCC3)CCCC2)cnn1-c1nccc(-c2cccs2)n1 | -1.2%
Cc1ccc(C(=O)N(Cc2cc3ccc(F)cc3nc2N2CCC(O)CC2)CC2CCCO2)cc1 (configuration not stated) | -4.8%
NCCCC[C@H](NC(=O)[C@@H]1CCCN1C(=O)[C@@H]1CSSC[C@H](NC(=O)CNC(=O)CNC(=O)CN)C(=O)N[C@@H](Cc2ccc(O)cc2)C(=O)N[C@@H](Cc2ccccc2)C(=O)N[C@@H](CCC(N)=O)C(=O)N[C@@H](CC(N)=O)C(=O)N1)C(=O)NCC(N)=O | -4.6%
O=C(C1CCCCC1)N1CCOc2ccc(CN3CCN(Cc4ccccn4)CC3)cc2C1 | -1.4%
CCC1C(=O)NCCN1Cc1ccc2c(c1)CN(Cc1ccc(OC)cc1OC)CCO2 (configuration not stated) | -4.5%
CCN(CC)C1CCN(C(=O)c2cnn(-c3nccc(-c4ccco4)n3)c2C(C)C)C1 (configuration not stated) | -4.5%
COc1cc(=O)n2c(c1C(=O)NCc1ccc3c(c1)OCO3)CCN(C(=O)c1cccc(F)c1)CC2 | -5.2%
CC(C)c1c(C(=O)NCC(C)(C)N2CCOCC2)cnn1-c1nccc(-c2cccs2)n1 | -3.1%
CC1=C(C(=O)O)N2C(=O)[C@@H](NC(=O)[C@H](N)C3=CCC=CC3)[C@H]2SC1 | -3.4%
CCOC(=O)N1CCC(N2CCOc3ccc(CN4CCC(O)(c5cccnc5)CC4)cc3C2)CC1 | -2.7%
Cc1c(C(=O)NCC2COCCO2)cnn1-c1ncc2c(n1)-c1ccccc1CC2 (configuration not stated) | 1.1%
NC(=O)[C@@H]1CCCN1C(=O)CCN1Cc2ccccc2OC(c2ccccc2F)C1 (some centres not stated) | -4.6%
CCn1c(-c2cccc(OC)c2)nc2cc(NC(C)=O)cc(C(=O)N3CCCC(C(C)=O)C3)c21 (configuration not stated) | -3.1%
O=C(CC1(c2cccc(F)c2)CC(=O)N(Cc2cccnc2)C1=O)N1CCCCCCC1 (configuration not stated) | -3.1%
CN(C)c1cccc(C(=O)NCC2Cc3cccc(-c4cncnc4)c3O2)c1 (configuration not stated) | 0.9%
Oc1ccc(-c2cnccn2)cc1CN1CCN(C2CCCCC2)CC1 | -3.5%
COc1ccc(CN2CCOc3ccc(CN4CCC(O)(c5cccnc5)CC4)cc3C2)cc1OC | -4.6%
CC(=O)C1(O)CCC2C3CC(C)C4=CC(=O)CCC4(C)C3CCC21C (configuration not stated) | 2.4%
COc1ccccc1-c1ccnc(-n2ncc(C(=O)NCc3cccnc3)c2C)n1 | 0.7%
CCC1CN(CCC(=O)NC2CCOC(C)(C)C2)Cc2cc(OC)ccc2O1 (configuration not stated) | -2.3%
CC(NC(=O)C1CCOCC1)c1nnc2n1CCN(Cc1cc3c(cc1Cl)OCO3)CC2 (configuration not stated) | -5.6%
Cc1occc1C(=O)NCCN1Cc2ccccc2OC(c2ccccc2F)C1 (configuration not stated) | -5.0%
Cc1noc(C)c1CCC(=O)N1CCOc2ccc(CN3CCN(c4ccccn4)CC3)cc2C1 | -5.0%
CC(=O)O[C@@H]1C(=O)O[C@H]2[C@@H]1OC(=O)[C@@H]2OC(C)=O | -5.3%
O=C(NCC1CCC2(CCN(Cc3ccc4ncccc4c3)CC2)O1)C1CCCO1 (configuration not stated) | -2.9%
Cc1cc(C)nc(S[C@@H]2C[C@@H](C(=O)N3CCCN(C)CC3)N(Cc3cc(F)ccc3F)C2)n1 | -4.6%
Cc1ccccc1C1(CC(=O)N2CCCC2c2nccs2)CC(=O)N(C2CCCC2)C1=O (configuration not stated) | -4.6%
COc1ccc2cc(CNCc3ccccc3Cl)c(N3CCCC(CO)C3)nc2c1 (configuration not stated) | -7.0%

In the list so far, 15 have a thiophene ring, fused or not.
SMILES | Glioma ERSR ind
Cc1cccnc1-c1cccc2c1OC(CNC(=O)/C=C/c1cccs1)C2 (configuration not stated) | -1.5%
O=C(NCCc1nnc2n1CCN(Cc1ccsc1)CC2)c1ccc(F)cc1 | -5.2%
Cc1ccc(C(=O)Nc2cccc(-c3nc(CNC(=O)[C@@H]4C[C@@H](C)NC(=S)N4)c(C)o3)c2)s1 | 11.5%
Cc1cc(-c2ccnc(-n3ncc(C(=O)NCC4COCCO4)c3C)n2)c(C)s1 (configuration not stated) | 12.1%
Cc1cnc(-n2ncc(C(=O)NCc3ccccn3)c2C2CC2)nc1-c1cccs1 | 3.9%
Cc1cscc1-c1ccc(C(=O)Nc2c(C)cccc2C)o1 | 2.3%
Cc1c(C(=O)NCc2ccc(F)cc2)sc2ncnc(NCC3CCCO3)c12 (configuration not stated) | -4.4%
O=C(NCc1ccncc1)c1cnn(-c2nccc(-c3cccs3)n2)c1C1CC1 | -5.6%
Cc1ccsc1C(=O)N(Cc1cc2cc3c(cc2nc1N1CCOCC1)CCC3)CC1CCCO1 (configuration not stated) | -4.1%
Cc1cc(=O)c(C(=O)N(C)CCc2ccccn2)c2n1-c1ccccc1SC(c1ccsc1)C2 (configuration not stated) | -4.1%
OC1(c2cccnc2)CCN(Cc2ccc3c(c2)CN(Cc2cc4ccccc4s2)CCO3)CC1 | -3.3%
Cc1cnc(-n2ncc(C(=O)NCc3ccncc3)c2-c2cccs2)nc1-c1ccc(F)cc1 | -4.9%
CN1CCCCCC1C(=O)NCCN1Cc2ccccc2OC(c2ccsc2)C1 (configuration not stated) | -4.9%
CC(C)c1c(C(=O)NCC2(N3CCOCC3)CCCC2)cnn1-c1nccc(-c2cccs2)n1 | -1.2%
CC(C)c1c(C(=O)NCC(C)(C)N2CCOCC2)cnn1-c1nccc(-c2cccs2)n1 | -3.1%

Screening data as filed in PubChem.

This is a subset; rates above refer to the full screens.
